TrxR1 substrate = is turned over as a substrate by rat TrxR1. O89049. purified TrxR1 substrate turnover, NADPH consumption readout. Potency, µM (titrated, usually from 114 µM), for inactives: top-dose activity change, negative = substrate turnover. 390,000 compounds, 0.01% hits. AID 588456; note: potency is the fitted concentration of half-maximal effect; % is set by controls: 0 for no effect and ±100 for the full control effect; nearly all actives have a fitted effect of over 50% in size
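Rat TrxR1, dispensed at 90 nM, was prereduced with 400 uM NADPH (final) for 5 min at ~22 deg C, then incubated with compound 15 min before 400 uM selenite. A first-read NADPH fluorescence drop versus no-compound background flagged substrates.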
USP1 inh = USP1/UAF1 (human) deubiquitinase inhibition. 390,000 compounds, 0.23% hits. recombinant USP1/UAF1, Ub-Rhodamine cleavage fluorescence. Potency, µM (highest dose often 57.1 µM), without a hit: top-dose activity change, negative = inhibition, actives largely listed as inhibitors. O94782; note: potency is the fitted concentration of half-maximal effect; % is set by controls: 0 for no effect and ±100 for the full control effect; nearly all actives have a fitted effect of over 60% in size; inactives centre near -12
Target sequence (O94782 whole entry, looked up): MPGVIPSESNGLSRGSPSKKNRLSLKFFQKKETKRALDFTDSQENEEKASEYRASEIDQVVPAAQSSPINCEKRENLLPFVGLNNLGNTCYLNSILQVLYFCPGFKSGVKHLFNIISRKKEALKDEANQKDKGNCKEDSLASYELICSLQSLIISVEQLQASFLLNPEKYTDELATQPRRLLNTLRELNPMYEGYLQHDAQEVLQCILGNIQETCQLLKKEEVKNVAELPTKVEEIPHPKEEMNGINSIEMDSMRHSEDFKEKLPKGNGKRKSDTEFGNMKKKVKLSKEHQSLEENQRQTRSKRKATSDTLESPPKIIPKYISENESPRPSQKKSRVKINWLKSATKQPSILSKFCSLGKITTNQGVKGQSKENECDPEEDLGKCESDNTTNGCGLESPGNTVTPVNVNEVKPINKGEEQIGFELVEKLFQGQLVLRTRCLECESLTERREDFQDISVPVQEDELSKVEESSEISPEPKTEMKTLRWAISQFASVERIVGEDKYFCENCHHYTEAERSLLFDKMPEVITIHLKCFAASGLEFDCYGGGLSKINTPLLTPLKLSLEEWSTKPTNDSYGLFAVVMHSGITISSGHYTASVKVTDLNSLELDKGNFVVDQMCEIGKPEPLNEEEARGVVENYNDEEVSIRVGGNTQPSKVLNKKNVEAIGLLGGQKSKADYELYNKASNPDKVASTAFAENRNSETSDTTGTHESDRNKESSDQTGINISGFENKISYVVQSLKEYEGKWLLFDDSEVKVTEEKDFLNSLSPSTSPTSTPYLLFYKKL
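Step one: compound is pinned into 1nM USP1/UAF1 in HEPES pH 7.8 buffer with TCEP. Step two: 15 min room-temperature incubation. Step three: Ub-Rho (150nM final) starts cleavage, tracked by fluorescence over six one-minute reads.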
TrxR1 inh = inhibitors of rat thioredoxin reductase 1. 390,000 compounds, 1% hits. recombinant rTrxR1, NADPH fluorescence consumption, selenite substrate. Potency, µM (titrated, usually from 114 µM), for inactives: top-dose activity change, negative = inhibition, usual class: inhibitors. O89049. AID 588453; note: potency is the fitted concentration of half-maximal effect; % is set by controls: 0 for no effect and ±100 for the full control effect; nearly all actives have a fitted effect of over 65% in size
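Rat TrxR1 (90 nM in the dispensed reagent) was pre-reduced with 400 uM NADPH for 5 min at room temperature, then incubated with compound for 15 min. After 400 uM selenite was added, NADPH fluorescence (Ex 340/Em 450 nm) was followed for 8 min.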
RGS4 inhibitor = human RGS4 inhibition; P49798; Transcreener GDP fluorescence polarization, RGS4-accelerated GTP hydrolysis; Potency, µM (series often up to 114 µM), without a hit: at the highest dose activity change, negative = inhibition, hits mostly inhibitors; 390,000 compounds, 0.039% hits; note: potency is the fitted concentration of half-maximal effect; % is set by controls: 0 for no effect and ±100 for the full control effect; nearly all actives have a fitted effect of over 75% in size; some results filed as inactive show a strong effect at the top dose
Target sequence (P49798 whole entry, looked up): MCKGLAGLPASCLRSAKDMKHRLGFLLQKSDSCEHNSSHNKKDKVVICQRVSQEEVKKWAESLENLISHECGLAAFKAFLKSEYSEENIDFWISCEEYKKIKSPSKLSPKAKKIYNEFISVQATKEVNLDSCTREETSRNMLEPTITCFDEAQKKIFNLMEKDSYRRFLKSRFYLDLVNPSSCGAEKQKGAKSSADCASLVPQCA
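MLSMR compounds (23 nl, pin-transferred) preincubated 10 min at room temperature with a 500nM (2x) first reagent, then RGS4 at 900nM (2x) plus Transcreener GDP mix added; fluorescence polarization (620/688 nm) read before and after 90 min at 30 °C.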
Glioma ERSR ind = ER stress response induction in glioma | U87-MG GRP78 promoter luciferase reporter, 16 h | Potency, µM, inactives show at the highest dose activation, hits mostly activators | 420,000 compounds, 0.02% hits; note: potency is the fitted concentration of half-maximal effect; series mostly up to about 76 µM; % of control where 0% means no effect; nearly all actives have a fitted effect of over 35% in size
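Stably transfected U87-MG human glioma cells carrying a GRP78-based luminescent sensor were seeded at 1000 cells/well, pin-dosed with compounds and incubated 16 h. Luciferase reagent was then added, and end-point luminescence was read after 10 min at room temperature.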
mIDH1 inhibitor = human IDH1 R132H inhibition | IDH1-R132H enzyme, NADPH consumption, diaphorase/resazurin fluorescence | AID 602179 | 390,000 compounds, 0.093% hits | O75874 | Potency, µM (highest dose often 76.6 µM), inactives show at the highest dose activity change, negative = inhibition, actives largely listed as inhibitors; note: potency is the fitted concentration of half-maximal effect; % is set by controls: 0 for no effect and ±100 for the full control effect; nearly all actives have a fitted effect of over 65% in size
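IDH1-R132H (0.5 ug/mL) preincubated 30 min with compound, then NADPH (0.016 mM) and alpha-KG (2 mM) added; 80 min at RT, pH 7.5. Remaining NADPH coupled via diaphorase/resazurin to fluorescence (540/590 nm); concentration-response curves normalized to no-enzyme control.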
LDHA inh = inhibitors of human lactate dehydrogenase A. activity change, % (values are at about 110 or 230 µM). 480,000 compounds, 0.15% hits. purified LDHA, NADH/diaphorase-resazurin fluorescence; stronger effect = lower value. AID 1347041; in the data active = activity change below about -30%; inconclusive = mostly about -25% to -30%;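 note: plate controls were DMSO wells for no effect and wells without enzyme for full effect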
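Human LDH5 at 2 nM final in Tris HCl pH 7.4 with 0.06 mM NADH and 0.2 mM pyruvate, reacted 5 minutes at room temperature. Remaining NADH coupled via diaphorase/resazurin; resorufin fluorescence read at 0 and 20 minutes, normalized to enzyme-free and DMSO wells.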
Vif-APOBEC3F blk = blocks the Vif interaction with APOBEC3F; HeLa A3F-eYFP + Vif (tagged APOBEC3F with the HIV-1 protein that degrades it), YFP fluorescence increase; Potency, µM (series often up to 46.1 µM), for inactives: top-dose activity, negative = active; 390,000 compounds, 0.2% hits; AID 602313; note: potency is the fitted concentration of half-maximal effect; % of control where 0% means no effect; nearly all actives have a fitted effect of over 65% in size
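Fluorescence increase (Ex 488/Em 500-530) after overnight compound treatment at 37 deg C flags inhibition of Vif-driven A3F-eYFP loss in stable HeLa A3F-eYFP/Vif cells seeded overnight beforehand.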
Vif-APOBEC3G blk = inhibitors of Vif-APOBEC3G interaction. 410,000 compounds, 0.076% hits. HeLa A3G-eYFP + Vif (tagged APOBEC3G with the HIV-1 protein that degrades it), YFP fluorescence, overnight. Q9HC16. Potency, µM (doses to about 46.1 µM), inactives show top-dose activity, negative = active, most hits filed as inhibitors;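 note: potency is the fitted concentration of half-maximal effect; % is set by controls: 0 for no effect and ±100 for the full control effect; nearly all actives have a fitted effect of over 60% in size; hits raise eYFP signal because A3G escapes Vif-driven loss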
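HeLa cells stably expressing Vif and C-terminally eYFP-tagged A3G, seeded overnight at 37 deg C, then exposed to compound by pintool overnight at 37 deg C. Rise in yellow fluorescence (Ex 488/Em 500-530, Acumen) marks blocked Vif-driven A3G degradation.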
An asterisk follows results filed as active; ? = inconclusive; . = not tested or not shown; & = joins results of further samples; [ ] = remark or other dose. Unless noted, calls come from the whole dose curve; as a rule, active = well fitted curve in the direction sought with a large enough effect; inconclusive = small, poorly fitted or top-dose-only effect, or another doubt; inactive = no such curve, though single readings can be large; an effect the other way counts as inactive or inconclusive. Only part of the results is shown; count on the stated rates, not on these rows.

The first 3 records (preview)
mol,TrxR1 substrate,USP1 inh,TrxR1 inh,RGS4 inhibitor,Glioma ERSR ind,mIDH1 inhibitor,LDHA inh,Vif-APOBEC3F blk,Vif-APOBEC3G blk
O=C(COC(=O)CNS(=O)(=O)c1ccc2ccccc2c1)Nc1ccc2c(c1)OCO2,-11%,0%,2%[57.1 µM],-4%,-2%,2%,0,-5%,0%
COc1ccc(OC)c(NC(=O)CS(=O)(=O)Cc2ccccc2)c1,-5%,-16%,7%,-5%,3%,-7%,-3,2%,1%
COC(CC(=O)NNC(=S)Nc1ccccc1)OC,1%,-12%,-2%,19%,-1%,6%,-4,1%,0%

Main list, from the first entry:
mol,TrxR1 substrate,USP1 inh,TrxR1 inh,RGS4 inhibitor,Glioma ERSR ind,mIDH1 inhibitor,LDHA inh,Vif-APOBEC3F blk,Vif-APOBEC3G blk
O=C(COC(=O)CNS(=O)(=O)c1ccc2ccccc2c1)Nc1ccc2c(c1)OCO2,-11%,0%,2%[57.1 µM],-4%,-2%,2%,0,-5%,0%
COc1ccc(OC)c(NC(=O)CS(=O)(=O)Cc2ccccc2)c1,-5%,-16%,7%,-5%,3%,-7%,-3,2%,1%
COC(CC(=O)NNC(=S)Nc1ccccc1)OC,1%,-12%,-2%,19%,-1%,6%,-4,1%,0%
CCCn1c(SCC(=O)NC2CCCc3ccccc32)n[nH]c1=O (stereo not drawn),10%[57.1 µM],-16%,10%[57.1 µM],-29%,-1%,3%,-2,13%,2%
CC(=O)NC(CC(=O)N(C)Cc1c(F)cccc1Cl)c1ccccc1 (stereo not drawn),0%,-1%,15%,34%,-2%,-14%,-10,10%,0%
CCCCNC(=O)Cn1c(=O)cc(C)c2c(C)nn(-c3cccc(Cl)c3C)c21,-1%[57.1 µM],1%,10%[57.1 µM],4%,0%,7%,-1,1%,3%
Cn1c(=O)[nH]c(=O)c2c1nc(NCCCn1ccnc1)n2Cc1cccc(Br)c1,-6%,-6%,-13%,-24%,-4%,4%,-2,-1%,-1%
Cn1ncc(Cl)c1C(=O)Nc1ccc2c(c1)OCO2,7%,-20%,23%,9%,0%,23%,-1,2%,-5%
Cn1c(-c2ccccc2)cnc1SCC(=O)N1CCCCC1,6%,-6%,12%[57.1 µM],-35%,-15%,2%,-8,15%,-2%
CC(C)(C)N(CC#CCC(O)(c1ccccc1)c1ccccc1)CCO,2%,-6%,-6%,-4%,-2%,1%,2,-26%,-2%
O=C(NCCc1ccccc1)c1ccccc1NC(=O)C1CCCO1 (stereo not drawn),0%,-8%,20%,11%,-9%,-3%,-1,5%,4%
O=C(NCC(O)c1ccc([N+](=O)[O-])cc1)Nc1ccccc1 (stereo not drawn),-1%,-18%,16%,-18%,-3%,-1%,2,5%,-1%
CCOC(=O)CCCNC(=O)CN1C(=O)NC(CCc2ccccc2)C1=O (stereo not drawn),6%,-1%,2%,-34%,-1%,2%,0,-2%,2%
CC(=O)Oc1ccc(C(=O)Nn2cnnc2)cc1,0%[11.4 µM],-3%,12%[11.4 µM],-4%,-1%,10%,-9,7%,-1%
O=C1CC(N2CCN(S(=O)(=O)c3ccccc3F)CC2)C(=O)N1c1ccccc1F (stereo not drawn),-8%,-6%,-27%,2%,-1%,3%,-35*,-1%,-3%
O=C(NC1CC1)c1cccc(Nc2ccc(-c3ccc4c(c3)OCCO4)nn2)c1,5%,-15%,11%,-5%,1%,0%,0,1%,-1%

Ordered by value in RGS4 inhibitor (falling): 3 from the list above
Molecule,TrxR1 substrate,USP1 inh,TrxR1 inh,RGS4 inhibitor
O=C(NCCc1ccccc1)c1ccccc1NC(=O)C1CCCO1 (stereo not drawn),0%,-8%,20%,11%
O=C1CC(N2CCN(S(=O)(=O)c3ccccc3F)CC2)C(=O)N1c1ccccc1F (stereo not drawn),-8%,-6%,-27%,2%
CCOC(=O)CCCNC(=O)CN1C(=O)NC(CCc2ccccc2)C1=O (stereo not drawn),6%,-1%,2%,-34%

Next part:
mol,TrxR1 substrate,USP1 inh,TrxR1 inh,RGS4 inhibitor,Glioma ERSR ind,mIDH1 inhibitor,LDHA inh,Vif-APOBEC3F blk,Vif-APOBEC3G blk
COc1cc2c(cc1OC)CN(C(=S)Nc1ccc(Cl)cc1)CC2,8%,-27%,25%,-8%,-6%,2%,-1,-3%,1%
O=C(NCCO)c1ccc2nc(-c3ccco3)c(-c3ccco3)nc2c1,-3%,32µM*,8.9µM*,-49%,-3%,13%,23,3%,-1%
C=CCOC(=O)C1=C(C)NC(=O)NC1c1ccc(N(C)C)cc1 (stereo not drawn),-8%,-5%,-12%[57.1 µM],-39%,-3%,5%,0,2%,1%
O=C(C[N+]12CCCc3cccc(c31)CCC2)c1ccccc1,-3%,.,?,.,-4%,.,.,.,2%
CCC(C)(C)n1nnnc1CN(Cc1ccc(Cl)cc1)Cc1ccco1,-4%,-25%,-19%,-20%,-4%,9%,1,6%,-1%
O=C(C1=NN[C@@H]2C(=O)N(c3cccc(F)c3)C(=O)[C@H]12)c1cnccn1,1%[57.1 µM],2%,-14%[57.1 µM],10%,1%,13%,1,2%,0%
O=C(NCCN1CCOCC1)c1cc(Sc2ccc(F)cc2F)nc2ccccc12,-4%,-14%,13%,19%,3%,0%,-4,0%,0%
O=[N+]([O-])c1ccc(O)c(/C=N/Nc2ncnc3c2cnn3-c2ccccc2)c1,-5%,-13%,11%,4%,?,11%,-17,-14%,-1%
Cc1onc(-c2ccccc2)c1C(=O)N/N=C/c1cc2c(cc1Cl)OCO2,-4%,-17%,4%,-1%,-5%,3%,-2,-7%,-6%
COc1ccccc1/C=C/C(=O)NC(=S)Nc1ccc(S(=O)(=O)N(C)c2ccccc2)cc1,-5%,-18%,-14%,-1%,-4%,0%,-5,-3%,-5%
CC(C)(C)NC(=O)C(=O)NNC(=O)c1ccccc1,4%[57.1 µM],-3%,8%,-30%,-4%,0%,3,7%,4%
CCOC(=O)N1CCN(C(=O)C(CC(C)C)NC(=O)C2CCCCC2)CC1 (stereo not drawn),5%,-13%,9%,8%,-2%,2%,-11,-3%,-3%
COCCNC(=S)N(CCc1c(C)[nH]c2ccc(C)cc12)Cc1ccco1,-6%,-6%,1%,-10%,-1%,-5%,0,10%,-6%
NC1=NC(c2ccccc2)CC(=O)N1 (stereo not drawn),2%[57.1 µM],-3%,10%[57.1 µM],4%,2%,1%,-5,5%,0%
CC(=O)Nc1nnc(-c2ccco2)o1,4%[57.1 µM],3%,16%[57.1 µM],-6%,-2%,1%,-3,-14%,1%
O=C1CCN(CCc2ccccc2)CCN1CCOc1ccccc1,9%[57.1 µM],-17%,15%[57.1 µM],-1%,4%&0%,-5%,-6,6%,0%&1%
COc1ccccc1NS(=O)(=O)c1ccc(S(=O)(=O)N2CCOCC2)cc1,8%[57.1 µM],-9%,22%[57.1 µM],-1%,-6%,6%,-5,-2%,-1%
C=CCNC(=O)/C(C#N)=C/c1ccc(SC)cc1,0%[57.1 µM],-14%,-9%[57.1 µM],-13%,4%,-2%,-6,3%,-2%
COc1cccc(CNC(=O)Cn2c(=O)cc(C)c3c(C)nn(C)c32)c1OC,3%[57.1 µM],-20%,16%[57.1 µM],-15%,-2%,-4%,-4,-3%,1%
COc1ccccc1CNC(=O)CCC1N=C2c3ccccc3N=C(SCC(=O)Nc3ccc(F)cc3)N2C1=O (stereo not drawn),4%[57.1 µM],4%,1%[57.1 µM],-16%,-1%,3%,1,-15%,5%
COc1cccc(-c2cc(C(=O)N3CCN(Cc4ccccc4)CC3)no2)c1,2%[57.1 µM],-10%,-6%[57.1 µM],-13%,5%,-4%,-8,-14%,-1%
COC(=O)C1=C(C)Nc2sc(C(N)=O)c(N)c2C1c1ccncc1 (stereo not drawn),20%,-9%,27%,16%,7%,3%,-10,1%,-5%
NCCCC(N)(C(=O)O)C(F)F (stereo not drawn),3%[57.1 µM],-21%,2%[57.1 µM],31%[activator][56.9 µM],-6%&-2%&-2%,-3%,-2,-2%,2%
Cc1ccc(NC2CCCN(C(=O)C3CCCC3)C2)cc1C (stereo not drawn),-4%,-9%,-1%,-6%,-3%,-3%,4,5%,-1%
